# SRC1 TRFRET art = TR-FRET detection interference compounds, primary screen, artefact control for PPARgamma SRC-1 recruitment agonists, biochemical, TR-FRET emission ratio | TR-FRET detection artefact counter-screen; stronger effect = higher value | TR-FRET ratio at 8 µM | 0.34% of 99,000 active; in the data active = TR-FRET ratio above about 2300; also: inactives centre near 1800
# SRC3 TRFRET art = TR-FRET detection interference compounds, artefact control for PPARgamma SRC-3 recruitment agonists, biochemical, TR-FRET ratio; TR-FRET artefact counter-screen, PPARgamma/SRC-3 format; stronger effect = higher value; TR-FRET ratio at 8 µM; 0.39% of 99,000 active; AID 1048, 2008; in the data active = TR-FRET ratio above about 2000; also: inactives centre near 1600
# Starred values were filed as active, the others as inactive. This is a subset; rates above refer to the full screens.
SMILES,SRC1 TRFRET art,SRC3 TRFRET art
CC1C(=O)CC(c2ccc([N+](=O)[O-])cc2)NC1c1ccc([N+](=O)[O-])cc1 (centres undefined),1809,1578
CCn1cc(C(=O)O)c(=O)c2cc(F)c(N3CCN(S(=O)(=O)c4ccc(NC(=O)OC)cc4)CC3)cc21,1720,1540
O=c1c(Cl)c(NCc2ccco2)cnn1C12CC3CC(CC(C3)C1)C2,1747,1656
Cn1c(/C(C#N)=C/c2ccc(-c3ccc(S(N)(=O)=O)cc3)o2)nc2ccccc21,1756,1613
O=C(Cn1ccc([N+](=O)[O-])n1)N1CCCCC1,1739,1488
COc1cccc(CNC2CCCC2)c1,1772,1798
O=[N+]([O-])c1cc([N+](=O)[O-])c2cccnc2c1Oc1ccccc1O,1763,1559
O=C(COC(=O)CCC(=O)c1ccc(Cl)cc1)NC1CC1,1705,1804
CN(CCO)c1cc(N2CCCCC2)c2nonc2c1[N+](=O)[O-],1621,1722
Cc1cc(/C=N/NC(=O)Cn2c3ccccc3c(=O)c3ccccc32)c(C)n1-c1ccc(Cl)cc1,1693,1576
O=C(COc1ccc(Cl)cc1)Nc1ccc2c(c1)CCC2,1705,1758
O=C1CCC(=O)N1c1ccc(NCc2ccccc2Cl)c([N+](=O)[O-])c1,1964,1520
O=C(c1ccco1)N1CCN(C2CCCC2)CC1,1670,1460
O=C(NC(=S)N1CCN(C/C=C/c2ccccc2)CC1)c1ccco1,1801,1781
Cc1ccc(-c2nc(N)sc2CC(=O)OCC(=O)NC2CCCC(C)C2C)cc1 (centres undefined),1996,1871
CC1CCCCC1NC(=O)COC(=O)C12CC3CC(CC(Cl)(C3)C1)C2 (centres undefined),1583,1537
C=CCNC(=O)CC(=O)N/N=C/c1cccs1,1733,1754
O=C(CCc1nc2ccccc2[nH]c1=O)N/N=C/c1ccccc1,1983,1439
O=c1c(Cc2c(F)cccc2Cl)c(O)ccn1CC1CCCO1 (centres undefined),1734,1445
CN(C)c1ccc(NC(=O)COC(=O)c2cc(=O)c3ccccc3o2)cc1,1679,1605
O=C(CSc1nc2cc(Cl)ccc2s1)NC(=O)NCc1ccco1,1932,1579
CN(C)c1ccc(/C=N/NC(=O)C2CC2c2ccccc2)cc1 (centres undefined),2023,1542
CC1CCCCC1NC(=O)c1ccc(CNc2c(N3CCCC3)c(=O)c2=O)cc1 (centres undefined),1854,1749
CC(=O)Nc1cccc(OCc2c(F)cccc2Cl)c1,1775,1435
CCOCCOc1cccc(C(=O)NC(c2ccccc2)C(C)C)c1 (centres undefined),1665,1468

# 13 compounds out of the list, ordered by number of heavy atoms, ascending.
SMILES,SRC1 TRFRET art,SRC3 TRFRET art
COc1cccc(CNC2CCCC2)c1,1772,1798
C=CCNC(=O)CC(=O)N/N=C/c1cccs1,1733,1754
O=C(c1ccco1)N1CCN(C2CCCC2)CC1,1670,1460
CC(=O)Nc1cccc(OCc2c(F)cccc2Cl)c1,1775,1435
O=C(COc1ccc(Cl)cc1)Nc1ccc2c(c1)CCC2,1705,1758
CN(CCO)c1cc(N2CCCCC2)c2nonc2c1[N+](=O)[O-],1621,1722
O=C(CSc1nc2cc(Cl)ccc2s1)NC(=O)NCc1ccco1,1932,1579
CC1CCCCC1NC(=O)COC(=O)C12CC3CC(CC(Cl)(C3)C1)C2 (centres undefined),1583,1537
CC1C(=O)CC(c2ccc([N+](=O)[O-])cc2)NC1c1ccc([N+](=O)[O-])cc1 (centres undefined),1809,1578
CN(C)c1ccc(NC(=O)COC(=O)c2cc(=O)c3ccccc3o2)cc1,1679,1605
Cc1ccc(-c2nc(N)sc2CC(=O)OCC(=O)NC2CCCC(C)C2C)cc1 (centres undefined),1996,1871
Cc1cc(/C=N/NC(=O)Cn2c3ccccc3c(=O)c3ccccc32)c(C)n1-c1ccc(Cl)cc1,1693,1576
CCn1cc(C(=O)O)c(=O)c2cc(F)c(N3CCN(S(=O)(=O)c4ccc(NC(=O)OC)cc4)CC3)cc21,1720,1540

# Next part.
SMILES,SRC1 TRFRET art,SRC3 TRFRET art
CC1CCN(C2=NC(=O)/C(=C/c3cn[nH]c3-c3ccccc3)S2)CC1,1815,1744
CCCCNC(=O)c1c[nH]c2ccc(S(=O)(=O)N3CCOCC3)cc2c1=O,1792,1527
Cc1ccc(S(=O)(=O)N(CC(=O)N2CCC(C)CC2)c2ccccc2)cc1,2004,1479
CC1(C)Cc2c(sc3ncnc(NNC(=S)NCc4ccccc4)c23)CO1,1636,1537
COc1cc(CCC(=O)OCC(=O)Nc2ccccc2C#N)cc(OC)c1OC,1788,1569
O=C(O)CCCC(=O)NNc1ncnc2ccccc12,1480,1485
Cc1nc(SCc2cccc(C(=O)O)c2)nc2c1CCCC2,1708,1530
Cc1cc(N/N=C/c2ccncc2)nc2ccccc12,2021,1725
C=CCn1c(C)cc(C(=O)COc2ccc(C)nc2[N+](=O)[O-])c1C,1731,1799
Cc1ccc(S(=O)(=O)/N=C2/NC(=O)/C(=C/c3ccc(Br)o3)S2)cc1,1848,1611
C#CCOCCOCCOCCNc1nc(N2CCOCC2)nc(N2CCN(C(=O)[C@H](CCCCN)n3cc([C@@H](N)CO)nn3)CC2)n1,1898,1620
CC(=O)Nc1ccc(-c2ccc3nnc(C)n3n2)cc1,1647,1388
O=C1C2C3C=CC(C3)C2C(=O)N1c1ccc(-c2nc3ccccc3c(=O)o2)cc1 (centres undefined),1860,1819
CCC(=O)c1c[nH]c(C(=O)NCc2cccnc2)c1,1986,1674
O=C(O)CC1Sc2ccccc2NC1=O (centres undefined),1805,1611
CCOC(=O)Cc1csc(NC(=O)c2cc3ccccc3o2)n1,1835,1406
CC(C)(CO)CNC(=O)CCc1nnc(CCCc2ccccc2)o1,1758,1317
Cc1ccc(CC2S/C(=N/N=C/c3ccco3)NC2=O)cc1 (centres undefined),1643,1458
Cc1cc(Br)c(NC(=O)COC(=O)C2CC2C)c(Br)c1 (centres undefined),2037,1448
COc1cc(NC(=O)c2cccc(C)c2)c(OC)cc1NC(=O)CN1CCCCC1,1696,1478
CC(C)=NNc1cc([N+](=O)[O-])cc2c1C(=O)N(C)S2=O (centres undefined),1950,1571
CCN(C(=O)COC(=O)c1cccc(-n2cnnn2)c1)C1CCCCC1,1649,1598
CCOC(=O)C1=C(CP(=O)(c2ccccc2)c2ccccc2)NC(=O)NC1c1ccc(Cl)cc1 (centres undefined),1892,1429
O=C(c1ccccn1)N1N=C2/C(=C/c3ccc(F)cc3)CCCC2C1c1ccc(F)cc1 (centres undefined),1876,1751
CCN(CC)S(=O)(=O)c1ccc(-n2c(=O)c(C(C)C)c(C)n2C)cc1,1705,1703
# (further entries)
SMILES,SRC1 TRFRET art,SRC3 TRFRET art
O=C(NNc1nc2ccccc2s1)Nc1ccccc1,1735,1746
CCOC(=O)Cc1ncccc1C(=O)Nc1ccc(OC)cc1,1807,1657
CCOC(=O)CC1C(=O)NCCN1Cc1ccc(OC)c(OC)c1 (centres undefined),1849,1580
CN(c1ccccc1)c1cc(=O)[nH]c(=O)[nH]1,1746,1608
O=C(CCS(=O)(=O)c1ccccc1)Nc1cccc2c1C(=O)NC2=O,1843,1478
O=C(COC(=O)Cc1ccc(-c2ccccc2)cc1)NCc1ccccc1,2000,1737
CN(CC(=O)Nc1ccccc1F)CC(=O)Nc1ccc(F)c(F)c1F,1948,1606
C=CCN(c1ccc(C(=O)Nc2ccc(C)c(C)c2)cc1)S(C)(=O)=O,1784,1705
N#CC(C#N)=C1C=CC=CN1/C(=C\c1ccccc1)C(=O)c1cccs1,1731,1462
CCOC(=O)C1CCCN(C(=O)c2ccc(OCC)cc2)C1 (centres undefined),1955,1561
Cc1ccccc1Nc1nc2ccccc2s1,1719,1709
O=C(CCCn1nnc(-c2cccnc2)n1)c1ccc(F)cc1,1777,1729
CN(C)CC(C)(C)CNS(=O)(=O)c1ccc(OC(F)(F)F)cc1,1668,1478
COc1cccc(/C=C(\C(=O)O)c2ccccc2)c1,1784,1601
COc1ccc(C(=O)O/N=C(/c2ccccc2)c2ccncc2)cc1OC,2010,1510
CC(=O)c1cccc(NC(=O)C(NC(C)C)c2ccccc2)c1 (centres undefined),1878,1310
CSc1ncccc1C(=O)OCc1cccc([N+](=O)[O-])c1,1582,1599
CCOC(=O)CNC(=O)/C=C/c1ccc2c(c1)OCO2,1936,1589
Fc1ccc(N2CCN(C(=S)NCC3CCCO3)CC2)cc1 (centres undefined),1584,1414
COc1ccc(-c2nn(-c3ccccc3)cc2CNCCN2CCOC2=O)c(F)c1,1587,1433
CCCNC(=O)NC(=O)COC(=O)c1ccc(S(=O)(=O)N(C)c2ccccc2OC)cc1,1884,1609
NC(=O)CC(O)c1cccc(Cl)c1 (centres undefined),1711,1347
CCOc1ccccc1N1CCN(C(=S)NCc2ccco2)CC1,1973,1751
CCOC(=O)C1=C(C)NC(c2cccs2)C(=O)N1 (centres undefined),1761,1546
C[N+](C)(C)CCOP(=O)(O)OP(=O)([O-])OC[C@H]1O[C@@H](n2ccc(N)nc2=O)[C@H](O)[C@@H]1O,1735,1740

# Entries of single compounds from above.
# Entry for O=C(CCS(=O)(=O)c1ccccc1)Nc1cccc2c1C(=O)NC2=O : SRC1 TRFRET art: 1843; SRC3 TRFRET art: 1478
# Entry for COc1ccc(-c2nn(-c3ccccc3)cc2CNCCN2CCOC2=O)c(F)c1 : SRC1 TRFRET art: 1587; SRC3 TRFRET art: 1433

# (list continues)
SMILES,SRC1 TRFRET art,SRC3 TRFRET art
Cc1nc2nc[nH]n2c(=O)c1NC(=O)c1c(-c2ccccc2Cl)noc1C,2011,1494
COc1ccc(-n2cc(C(=O)c3cc(Cl)ccc3O)cc(C#N)c2=O)cc1,1904,1701
CCCn1nnnc1NC(=O)COc1ccc(CC)cc1,1747,1717
O=C(CCN1CCOCC1)NNC(=S)NC(=O)c1ccc(Br)cc1,1984,1678
O=C(OCC(=O)N(Cc1ccccc1)C1CCS(=O)(=O)C1)c1cc2c(s1)CCCC2 (centres undefined),2002,1581
CSc1cccc(NC(=S)N(CCCN2CCC(C)CC2)Cc2cccs2)c1,1912,1734
CCOC(=O)C1=C(C)NC(=O)NC1/C(C)=C/c1ccccc1 (centres undefined),2086,1439
CC(=O)Nc1ccc(NC(=S)NC(=O)c2ccc([N+](=O)[O-])c(C)c2)cc1,1782,1529
CCOC(=O)C1=C(C)N(C)C(=S)NC1c1ccc(Cl)cc1 (centres undefined),1756,1326
NNC(=O)c1sc(-c2ccc(Cl)cc2)cc1N,1624,1663
CCC(C(=O)NCCCc1ccccc1)c1ccccc1 (centres undefined),1796,1687
CCOC(=O)c1c(C)[nH]c(C)c1C(=O)COC(=O)c1cccc(C)c1O,1918,1696
O=C(O)CCCn1cc(NC(=O)COc2ccccc2[N+](=O)[O-])cn1,1756,1683
O=C(N/N=C/c1cccn1-c1ccccc1)c1ccncc1,1803,1482
O=C(CN1C(=O)c2ccccc2S1(=O)=O)N1CCN(c2ccccc2F)CC1,2040,1341
COC(=O)CSc1nc2c(c(=O)n(C)c(=O)n2C)n1CCCc1ccccc1,1718,1632
CNC(=S)N/N=C/c1cn(CCOc2ccc(OC)cc2)c2ccccc12,1892,1510
COc1ccc(-n2c(=O)cc(N3CCN(c4ccccc4F)CC3)[nH]c2=O)cc1,1901,1676
CNC(=O)C(=O)NCCN1CCN(C(=O)c2ccc([N+](=O)[O-])cc2)CC1,1916,1552
O=C(Nc1ccc(NC(=O)c2ccco2)nc1)c1ccccn1,1784,1595
CCCOc1ccc(N2CC(C(=O)NC3=NCCS3)CC2=O)cc1 (centres undefined),1671,1729
C/C(CC(=O)NC1CCCC1)=N\NC(=O)C1CCCCC1,1556,1362
CCCCCCCn1c2c(c(=N)c3ccccc31)CCC2,1819,1505
Cc1ccc(-n2c(Cc3cccc4ccccc34)n[nH]c2=S)c(C)c1,1896,1561
FC(F)(F)c1cc(-c2cccs2)nc2nc(N3CCOCC3)sc12,1875,1608
# The list continues.
SMILES,SRC1 TRFRET art,SRC3 TRFRET art
COc1ccc(Nc2nc(Cl)nc(N3CCN(c4ccc(OC)cc4)CC3)n2)cc1,1697,1581
Cn1c(SCC(=O)N2CCCC2)nnc1-c1cnccn1,1829,1667
COc1ccc(CNC(=O)c2sc3nc4c(c(C(F)(F)F)c3c2N)CCC4)cc1,1782,1544
Cc1cccc(Nc2c(F)c(F)c(F)c(F)c2C(=O)O)c1,1851,1638
COC(=O)C1=C(C)N(c2cccc(OC)c2)C(=O)/C1=C\c1ccco1,1849,1676
NC(=O)CSc1nnc(-c2ccc([N+](=O)[O-])cc2)o1,1717,1400
COC(=O)c1cc(OC)c(OC)c(OC)c1N,2094,1838
O=C(Cn1cnc2ccccc21)N/N=C/c1cccc([N+](=O)[O-])c1,1723,1602
COCC(C)NC(=O)c1noc2c1CCc1cc(OC)ccc1-2 (centres undefined),1658,1304
COc1ccc(-c2oc3cc(OC)c(O)c(OC)c3c(=O)c2OC)cc1O,1933,1722
CCOC(=O)c1c(C)n(-c2ccccc2)c2ccc(O)c(CN(C)C)c12,1894,1520
CCC(C(=O)OCC(=O)Nc1cccc(S(=O)(=O)NC2=NCCCCC2)c1)c1ccccc1 (centres undefined),1674,1463
N#CC(C#N)=C1C=C2C=C(N3CCCCC3)CCC2CC1 (centres undefined),1754,1756
CC(C)c1cc(C(=O)N/N=C/C=C/c2ccccc2)n[nH]1,1894,1710
Cc1cc(-c2sccc2Br)nc(-n2cccc2)n1,2236,2170*
CC(Cl)C(=O)Nc1ccccc1C#N (centres undefined),1834,1572
Cn1cc(CNCc2ccc(-n3cccn3)cc2)c(-c2ccccc2F)n1,1689,1390
Cc1cccc(C)c1NC(=O)C1(C)c2cccc[n+]2CC(=O)N1Cc1cccs1 (centres undefined),1768,1339
C#Cc1ccc([C@@H]2C=C(C(=O)O)O[C@H](OCCCCO)C2)cc1,1684,1489
CC(C)NC(=O)C1CCN(C2CCN(Cc3ccc4cccc(F)c4n3)CC2)CC1,1575,1397
CCCOc1ccc(-c2cn3ccccc3n2)cc1,1939,1685
CCN(Cc1ccccc1)C(=O)COC(=O)c1cc(Cl)nc(Cl)c1,1778,1507
Cc1cc(C)nc(SCC(=O)N/N=C\C(Br)=C\c2ccccc2)n1,1960,1558
